Screening data (PubChem)
G9a inh – qHTS Assay for Inhibitors of Histone Lysine Methyltransferase G9a | Histone-lysine N-methyltransferase EHMT2 (Homo sapiens), Q96KQ7 | G9a H3K9 monomethylation, AlphaScreen, 2 h | Potency, µM (series often up to 102 µM), inactives show at the highest dose activity, negative = inhibition, hits mostly inhibitors | hit rate 8.8% among 350,000 | AID 504332, 2011; further: potency means the concentration at half of the fitted maximal effect; on the % scale 0 is the no-effect control and ±100 the full control effect; nearly all actives have a fitted effect of over 75% in size
Target sequence (Q96KQ7 913-1193 limits assumed): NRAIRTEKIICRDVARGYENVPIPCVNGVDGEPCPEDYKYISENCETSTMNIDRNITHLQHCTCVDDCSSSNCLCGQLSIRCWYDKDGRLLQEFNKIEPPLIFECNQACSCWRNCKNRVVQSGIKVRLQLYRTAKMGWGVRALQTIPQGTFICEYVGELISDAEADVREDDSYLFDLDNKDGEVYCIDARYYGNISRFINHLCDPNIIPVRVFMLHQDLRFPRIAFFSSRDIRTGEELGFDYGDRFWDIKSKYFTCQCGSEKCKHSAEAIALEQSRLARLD
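Step 1: enzyme (final 20 nM) with compound, 15 min RT. Step 2: substrate peptide 500 nM and SAM 20 uM, 2 h RT. Step 3: anti-H3K9me1 antibody and AlphaScreen beads, 10 min, then plate read.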
Pol eta inh – qHTS for Inhibitors of Polymerase Eta | recombinant Pol eta, fluorescent DNA replication assay | Potency, µM (series often up to 114 µM), inactives show top-dose activity change, negative = inhibition, actives largely listed as inhibitors | hit rate 1.2% among 390,000 | AID 588591, 2011; further: potency means the concentration at half of the fitted maximal effect; on the % scale 0 is the no-effect control and ±100 the full control effect
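Pol eta at 10 nM preincubated with compounds 15 min at room temperature; reaction started with fluorescent substrate (50 nM final) and read kinetically at 0 and 10 min.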
PGK inhibitor – qHTS Assay to Find Inhibitors of Phosphoglycerate Kinase | PGK/GAPDH coupled, Kinase-Glo luminescence, 60 min | Potency, µM (titrated, usually from 57.5 µM), for inactives: at the top dose activity change, negative = inhibition, actives largely listed as inhibitors | hit rate 0.043% among 380,000 | AID 602233, 2012; further: potency means the concentration at half of the fitted maximal effect; on the % scale 0 is the no-effect control and ±100 the full control effect; nearly all actives have a fitted effect of over 60% in size
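Luminescent ATP detection (Kinase-Glo Plus) follows a 60-minute room-temperature incubation, with wells lacking PGK as controls. Buffer: 100 mM TEA (pH 7.6), 5 mM MgCl2, 0.01% Tween-20. Coupling enzyme GAPDH (100 nM final) supplies unstable 1,3-BPG in-well.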
Pin1 inhibitor – qHTS Assay to Find Inhibitors of Pin1. Peptidyl-prolyl cis-trans isomerase NIMA-interacting 1 (Homo sapiens), Q13526. Pin1 FP peptide displacement, HiFluor488, 10 min. Potency, µM (top dose mostly 115 µM), for the others: at the top dose activity, negative = inhibition, hits mostly inhibitors. hit rate 0.009% among 390,000; active means well fitted inhibition curve with a large enough effect in the polarisation, with a control signal flat, not every such curve was filed as active; inconclusive means small, poorly fitted or top-dose-only effect, or effect the other way, or a change in a side signal; inactive means no such curve, though single readings can be large or run the other way; the % refers to the polarisation; further: potency means the concentration at half of the fitted maximal effect; on the % scale 0 is the no-effect control and ±100 the full control effect
Target sequence (Q13526 whole entry, looked up): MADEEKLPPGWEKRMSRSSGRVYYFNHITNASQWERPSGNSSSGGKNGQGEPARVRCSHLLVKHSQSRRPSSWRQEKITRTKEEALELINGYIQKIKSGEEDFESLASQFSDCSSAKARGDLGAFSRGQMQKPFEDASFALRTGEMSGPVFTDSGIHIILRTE
BAZ2B block – qHTS Assay for Inhibitors of BAZ2B; hit rate 4.4% among 360,000; Potency, µM (titrated, usually from 114 µM), for the others: at the top dose activity change, negative = inhibition, hits mostly inhibitors; Bromodomain adjacent to zinc finger domain protein 2B (Homo sapiens), Q9UIF8; AlphaScreen BAZ2B-H3K14Ac peptide displacement; further: potency means the concentration at half of the fitted maximal effect; on the % scale 0 is the no-effect control and ±100 the full control effect; nearly all actives have a fitted effect of over 60% in size
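AlphaScreen displacement of biotin-H3(5-23)K14Ac peptide (50 nM final) from BAZ2B (50 nM final) in PBS pH 7.4, 0.01% Tween-20; complex preformed 30 min RT, then compounds (top 110 uM) 30 min RT, beads 20 min dark.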
PI4K2A block – qHTS for small molecular inhibitors of PI4K2A; hit rate 0.13% among 420,000; purified PI4K2A, ADP-Glo luminescence, 1 h; active compounds read low; AID 1346378, 2018; activity change, negative = inhibition, % at 76.9 µM; Phosphatidylinositol 4-kinase type 2-alpha (Homo sapiens), Q9BTU6; in the data active means activity change below about -50%; inconclusive means mostly about -30% to -49%;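 further: -100% = wells without enzyme as full effect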
Target sequence (Q9BTU6 whole entry, looked up): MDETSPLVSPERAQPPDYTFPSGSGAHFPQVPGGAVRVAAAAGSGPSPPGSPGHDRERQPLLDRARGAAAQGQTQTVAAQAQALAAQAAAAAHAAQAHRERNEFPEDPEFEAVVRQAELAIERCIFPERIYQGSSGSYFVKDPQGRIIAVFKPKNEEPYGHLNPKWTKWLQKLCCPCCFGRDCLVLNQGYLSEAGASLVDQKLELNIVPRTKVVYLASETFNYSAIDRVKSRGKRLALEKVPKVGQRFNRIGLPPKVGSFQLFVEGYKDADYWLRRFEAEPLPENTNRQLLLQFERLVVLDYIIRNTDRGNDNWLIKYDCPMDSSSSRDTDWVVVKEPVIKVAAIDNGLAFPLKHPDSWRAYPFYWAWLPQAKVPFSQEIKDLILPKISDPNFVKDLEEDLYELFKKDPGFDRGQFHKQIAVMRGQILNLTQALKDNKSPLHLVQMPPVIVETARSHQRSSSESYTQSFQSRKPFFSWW
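PI4K2A activity was measured by ADP-Glo luminescence: enzyme (4 ug/mL stock) and phosphatidylinositol (1.2 mM stock) in Tris pH 7.5/MgCl2/EGTA/Triton X-100 buffer were reacted with ATP (300 microM stock) for one hour at ambient temperature.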
JMJD2A Tudor inh – qHTS Assay for Inhibitors of JMJD2A-Tudor Domain. Lysine-specific demethylase 4A (Homo sapiens), O75164. AlphaScreen JMJD2A-Tudor / H3K4me3 peptide binding. Potency, µM (top dose mostly 114 µM), for the others: at the top dose activity change, negative = inhibition, usual class: inhibitors. hit rate 4.4% among 390,000. AID 504339, 2011; further: potency means the concentration at half of the fitted maximal effect; on the % scale 0 is the no-effect control and ±100 the full control effect; nearly all actives have a fitted effect of over 50% in size
GLS inhibitor – qHTS for Inhibitors of Glutaminase (GLS). GLS enzymatic activity, qHTS titration. Potency, µM (titrated, usually from 45.5 µM), for the others: at the highest dose activity change, negative = inhibition, hits mostly inhibitors. hit rate 0.21% among 410,000. AID 624170, 2012; further: potency means the concentration at half of the fitted maximal effect; on the % scale 0 is the no-effect control and ±100 the full control effect
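Assay buffer: 45 mM KH2PO4 pH 8.2, 0.02% Tween-20. hKGA acts on L-glutamine (1 mM solution added); product glutamate is reported by an oxidase/peroxidase Amplex Red coupling, with fluorescence taken at baseline and 30 min.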
HP1b binding inh – HTS for Inhibitors of HP1-beta Chromodomain Interactions with Methylated Histone Tails. Chromobox protein homolog 1 (Homo sapiens), P83916. AlphaScreen HP1-beta / biotin-H3K9me3 peptide binding. Potency, µM (doses to about 114 µM), for the others: top-dose activity change, negative = inhibition, most hits filed as inhibitors. hit rate 0.56% among 390,000. AID 540317, 2011; further: potency means the concentration at half of the fitted maximal effect; nearly all actives have a fitted effect of over 70% in size; inactives centre near 23
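Compound inhibition of the preformed complex between 50 nM HP1-beta and 50 nM biotinylated H3K9me3 peptide was read by AlphaScreen. Buffer was PBS pH 7.4 with 0.01% Tween-20. Incubations ran 30 min at room temperature, with 10 ug/mL donor/acceptor beads.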
Numbers without * were called inactive; i = inactive; ? = inconclusive; · = not tested or not shown; [ ] = another dose, or the depositor's remark. Unless noted, the call rests on the fitted dose curve; in most records, active means well fitted curve in the direction sought with a large enough effect; inconclusive means small, poorly fitted or top-dose-only effect, or another doubt; inactive means no such curve, though single readings can be large; an effect the other way counts as inactive or inconclusive.

SMILES	G9a inh	Pol eta inh	PGK inhibitor	Pin1 inhibitor	BAZ2B block	PI4K2A block	JMJD2A Tudor inh	GLS inhibitor	HP1b binding inh
Cc1cccc(C2(c3cccc(C)c3)CC2C(=O)NCC2CCCO2)c1 (stereo not given)	17.0%	-7.7%	7.1%	6.8%	0.0%	5.3	79.4µM*	-13.7%	13.2%
O=[N+]([O-])c1cccc(CNc2ccc3c(c2)CCC3)c1	12.6µM*	-19.8%	3.5%	3.8%	20µM*	3.0	1.41µM*	5.2%	39.8µM*
O=C(O)c1cc(N2CCCCC2)nc2ccccc12	·	-13.2%	i	-4.4%	·	-5.3	-4.8%	-16.1%	46.9%[activator]
Cc1ccc(C(=O)COC(=O)CCC(=O)Nc2ccc(Oc3ccccc3)cc2)cc1	-1.4%[59 µM]	-22.5%	-8.9%	0.9%	2.4%	0.0	4.8%	0.4%	46.7%[activator]
COc1ccc(Cl)cc1NC(=O)COc1ccc2c(c1)OCO2	6.6%[12.7 µM]	-0.6%	3.2%	-8.4%	-3.1%	-2.8	-8.5%	11.2%	31.6%
Cc1ccc(C(=O)N/C(=C/c2cccc([N+](=O)[O-])c2)C(=O)NC(C)C)cc1	4.0%[59 µM]	-18.2%	-2.5%	-15.7%	8.9%	2.3	-6.4%[57.1 µM]	11.0%	21.4%
O=C(c1ccc(-c2ccc([N+](=O)[O-])cc2Cl)o1)N1CCOCC1	44.7µM*	-13.8%	-9.1%	6.2%	-34.6%	-19.2	-5.6%	-7.1%	22.4%
O=C(COC(=O)CNC(=O)c1ccc(Cl)cc1)Nc1ccc(Cl)cn1	·	-9.2%	6.6%	1.2%	·	-0.2	-19.0%	-0.9%	27.6%
O=C1C2C3CCC(C3)C2C(=O)N1CNc1ccccc1 (stereo not given)	18.9%[59 µM]	-7.9%	3.0%	2.8%	-6.1%	-0.7	-6.4%	13.7%	26.3%
Cc1cc2nc(-c3ccc(NC(=O)c4cccnc4)cc3)oc2cc1C	8.3%	9.8%	-3.8%	4.8%	11.6%	2.0	-9.6%	-1.8%	55.7%
Nc1nc(Cl)cc(-c2ccccc2)n1	13.3%	0.1%	i	-1.1%	1.5%	0.3	-17.9%	1.4%	15.8%
O=C(CN1CCOCC1)N1CCCc2c1c(=O)oc1ccc(OCc3ccccc3)cc21	-8.5%[59 µM]	-14.7%	i	9.4%	0.6%	-1.3	-12.6%	0.5%	17.1%
O=C(NC(O)C(=O)c1ccccc1)c1cccs1 (stereo not given)	-19.5%	-21.8%	-9.8%	0.7%	-5.2%	-4.5	-16.6%	5.7%	22.8%
CCn1cc(C(=O)NN)c(=O)c2cc(F)c(N3CCCCC3)cc21	5.9%	0.1%	5.0%	8.2%	-19.0%	-0.8	-11.9%	5.8%	37.0%
Cc1cccc(C(=O)n2c(=S)nc3cc(C)ccn32)c1	7.94µM*	?	-12.6%	36.3%[activator]	-40.4%	-12.2	39.8µM*	-2.1%	-14.7%
CC1(C)OC(=O)C2=C(CC(c3ccccc3)OC2CCc2ccccc2)O1 (stereo not given)	·	-16.1%	-3.5%	·	·	-0.6	·	0.8%	·
Cc1ccc(/C=N/NC(=O)c2ccccc2OCc2cccc(Br)c2)o1	25.1µM*	-23.3%	0.6%	4.4%	-38.6%	-6.2	-35.8%	-3.3%	?
O=C(O)c1ccc(NS(=O)(=O)c2ccc3c(c2)C2C=CCC2C(c2ccccc2F)N3)cc1 (stereo not given)	10µM*	10µM*	-2.3%	·	50.1µM*	-2.3	?	-19.9%	5.4%
COc1ccc(NS(=O)(=O)c2ccc3[nH]c(=O)[nH]c3c2)cc1	?	-9.1%	4.2%	4.4%	?	-0.6	-11.3%	5.6%	34.6%
COc1ccc2nc(NC(=O)C3CC(=O)N(c4ccc5c(c4)OCCO5)C3)sc2c1 (stereo not given)	39.8µM*	-10.3%	-0.5%	-1.9%	-11.3%	-8.3	-32.4%	-0.6%	-0.2%
CCC(=O)c1ccc(O)c(OC)c1	7.7%	-14.0%	9.5%	-1.5%	-20.7%	3.7	-5.4%	20.4%	26.4%
CCN(CC(=O)Nc1cccc(OC)c1)C(=O)c1ccc(C)s1	-6.1%[59 µM]	-5.6%	i	4.1%	15.5%	0.1	-15.9%	-10.3%	15.5%
CSc1nnc2c(n1)OC1(Nc3ccccc3-2)C(=O)Nc2ccccc21 (stereo not given)	-9.2%	-7.4%	i	0.4%	·	-0.9	?	3.0%	22.6%
CCOC(=O)c1cccc(NC(=O)N2CCC(CN3CCc4ccccc4C3)CC2)c1	-5.7%[59 µM]	-17.3%	-5.6%	-0.8%	-16.5%	2.5	-17.5%	9.8%	7.8%

Part of the list above in a different format:
G9a inh	Pol eta inh	PGK inhibitor	Pin1 inhibitor	BAZ2B block	PI4K2A block	JMJD2A Tudor inh	GLS inhibitor	HP1b binding inh	smiles
25.1µM*	-23.3%	0.6%	4.4%	-38.6%	-6.2	-35.8%	-3.3%	?	Cc1ccc(/C=N/NC(=O)c2ccccc2OCc2cccc(Br)c2)o1
10µM*	10µM*	-2.3%	·	50.1µM*	-2.3	?	-19.9%	5.4%	O=C(O)c1ccc(NS(=O)(=O)c2ccc3c(c2)C2C=CCC2C(c2ccccc2F)N3)cc1 (stereo not given)

Quoted from the listing:
`CCn1cc(C(=O)NN)c(=O)c2cc(F)c(N3CCCCC3)cc21` in PI4K2A block → -0.8
`COc1ccc(NS(=O)(=O)c2ccc3[nH]c(=O)[nH]c3c2)cc1` in PGK inhibitor → 4.2%
`CC1(C)OC(=O)C2=C(CC(c3ccccc3)OC2CCc2ccccc2)O1` (stereo not given) in GLS inhibitor → 0.8%

Next part
SMILES	G9a inh	Pol eta inh	PGK inhibitor	Pin1 inhibitor	BAZ2B block	PI4K2A block	JMJD2A Tudor inh	GLS inhibitor	HP1b binding inh
COc1cccc(S(=O)(=O)c2nc(C)c3c(n2)CCC3)c1	1.9%[59 µM]	8.4%	-7.4%	-9.8%	-12.2%	4.5	-2.4%	8.9%	28.9%
O=C(CSc1nc2ccccc2c(=O)n1CCCO)N1CCc2ccccc21	1.9%[59 µM]	?	-6.2%	2.5%	-11.2%	4.2	-16.2%	0.5%	11.9%
O=C(CCN1C(=O)/C(=C/C=C/c2ccccc2)SC1=S)Nc1nccs1	4.8%	18.1%	-6.0%	21.3%	-3.6%	3.5	-12.3%	5.8%	1.5%
CC12CCC(C(=O)N(c3ccccn3)c3ccccn3)(OC1=O)C2(C)C (stereo not given)	6.2%[2.33 µM]	-11.8%	-3.9%	-3.5%	8.4%	4.0	-6.8%	-0.2%	35.6%
Nc1ccc(NC(=O)NC2CCCCC2)cc1[N+](=O)[O-]	·	-12.6%	-0.7%	14.4%	-15.5%	-0.7	-15.8%	-1.2%	33.0%
O=C(Nc1cccc2ccccc12)c1ccccc1	17.0%	-17.4%	-2.0%	8.0%	-0.6%	-5.3	-2.1%	-1.0%	16.8%
CCOc1ccc(NC2SC(=O)N(Cc3ccccc3)C2=O)cc1 (stereo not given)	11.2µM*	-23.7%	-8.8%	-0.5%	?	4.1	?	1.0%	-20.5%
O=C(O)c1ccc2c(c1)[C@@H]1C=CC[C@@H]1[C@H](c1ccccn1)N2	·	6.31µM*	?	?	·	-26.3	6.31µM*	2.82µM*	?
CCC(=O)N1CCc2cc(S(=O)(=O)NC(C(=O)Nc3ccc(C(C)=O)cc3)C(C)C)ccc21 (stereo not given)	1.5%[59 µM]	8.0%	-0.2%	3.7%	·	-0.1	-12.7%	-3.3%	22.5%
Cc1ccc2cc(CCNC(=O)CC(C)(C)C)c(=O)[nH]c2c1C	5.3%	-13.9%	-3.4%	2.8%	5.8%	-0.7	-27.6%	-2.6%	12.7%
O=C(CSc1nnc(-c2cccs2)n1Cc1ccccc1)NCc1ccc2c(c1)OCO2	?	-5.7%	1.6%	1.9%	5.1%	-0.4	-15.1%	-9.0%	17.3%
COc1ccc(N2C(=O)NC3CC2(C)Oc2ccc(Cl)cc23)cc1OC (stereo not given)	-1.5%[59 µM]	-11.2%	-6.3%	-0.6%	-7.9%	2.0	-4.1%	0.0%	47.8%[activator]
Cc1nc(SCCOc2ccc(F)cc2)c2ccccc2n1	7.1%	19.8%	-0.6%	-2.7%	75.3%[activator]	-0.8	50.2%[activator]	-0.4%	-33.7%
CCOC(=O)c1ccc(-n2c(CCC(=O)O)ccc2-c2ccc(F)cc2)cc1	44.7µM*	-12.9%	-1.3%	3.9%	-35.7%	1.1	-34.5%	20.7%	1.9%
Nc1nnc(SCC(=O)NNC(=O)c2ccc(F)cc2)s1	?	7.3%	2.6%	-1.3%	1.0%	-5.8	-7.1%	18.5%	37.8%[activator]
O=S(=O)(c1ccc(F)c(F)c1)N1CCC2(CC1)OCCO2	26.8%	-0.9%	5.4%	1.6%	-1.3%	0.3	-12.8%	6.4%	27.0%
CSc1nc(C)c(Cc2c(F)cccc2Cl)c(=O)[nH]1	7.7%	7.3%	-4.2%	-1.5%	-14.3%	1.1	-6.3%	0.4%	46.6%[activator]

This is a subset (hit frequency here may not be typical).
